AddAB inh = less growth of phage-infected E. coli with AddAB; E. coli expressing H. pylori AddAB, absorbance growth; inhibition, % at 11.9 µM; hit rate 0.29% among 330,000; AID 435030; in the data active = inhibition above about 12%;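 note: 0% = vehicle wells of infected cells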
SUMO Mot1 rescue = inhibitors of SUMOylation pathway: yeast Mot1-301 growth rescue. growth rescue, % at 18.8 µM. S. cerevisiae Mot1-301 growth rescue, ATP luminescence, 38.5C; percent above DMSO median, 100 means doubled. hit rate 1% among 320,000. AID 2716;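 active = every valid replicate shows activation above 250% relative to neutral control wells; inactive = the rest, any valid replicate at or below 250%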;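 note: OY570 slx delta 5 strain wells were the positive control but not used for scaling; some compounds called inactive have numbers as strong as hits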
Tat transport = inhibitors of E. coli Tat protein transport | hit rate 0.036% among 340,000 | E. coli MC4100 TorA-mCherry Tat export, fluorescence | inhibition, % at 10 µM;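 active = mean replicate inhibition at least 50% and at least half of replicates individually reaching 50%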;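 note: exported cargo escapes ClpAP degradation while cytoplasmic cargo is degraded and loses fluorescence; 0% = median of neutral control wells and 100% = median of NaSCN control wells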
Ecoli viability = bacterial growth inhibition, counter-screen for AddAB inhibitors; inhibition, % at 11.9 µM; hit rate 0.27% among 330,000; E. coli V3065 growth, OD600 absorbance, 18 h; AID 449728;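 active = inhibition above the campaign's mean inhibition across all tested compounds plus 3 SD, cut at about 9.9% in these data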;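 note: uninfected addAB+ strain grown without phage in ampicillin broth; 0% = DMSO wells and 100% = ciprofloxacin 0.95 µg/ml wells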
HTR5A inv ctr = counter-screen for OPRM1-OPRD1 inverse agonists: human HTR5A inverse agonism. P47898. HTR5A cell line, luminescence. inhibition, % at 9.3 µM. hit rate 0.083% among 340,000; in the data active = inhibition mostly above about 23%, no sharp cut-off; inactive = mostly below about 18%;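 note: 0% = cells with DMSO and 100% = no-cell wells with DMSO; some compounds called inactive have numbers as strong as hits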
PfHsp90 yeast 2 = growth inhibition of yeast expressing Plasmodium Hsp90; S. cerevisiae expressing PfHsp90, BacTiter-Glo ATP, 48 h; yeast lacking PDR1 and PDR3 efflux regulators; inhibition, % at 9.4 µM; hit rate 0.32% among 310,000; AID 504621;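 active = every replicate shows inhibition above about 80%, whatever the replicate mean, limit read from the data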;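 note: 0% = DMSO neutral controls and 100% = 20 µM radicicol positive controls; yeast relying on Plasmodium falciparum Hsp90 in place of its own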
PKA-R1A act = activators of PKA-R1A complex; PKA-R1A dissociation, Cy5-IP20 fluorescence polarization; scaled: DMSO 0%, 113 µM cGMP 100%; P00514+P68181; hit rate 0.083% among 340,000; activation, % at 11.4 µM;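 active = percent activation above the mean of all tested compounds plus 3 SD, cut at about 19% in these data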;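 note: higher means more PKAc released from R1A so a rise in polarization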
PKA-R2B activ = PKA-R2B complex activation. activation, % at 11.4 µM. P22694+P31323. hit rate 0.079% among 340,000. PKA-R2B holoenzyme dissociation, Cy5-IP20 fluorescence polarization; R2B truncated from residue 108, S112A mutant; 0% DMSO only, 100% 113 µM cGMP;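 active = activation above a cutoff set at the mean over all compounds plus 3 SD, cut at about 18% in these data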;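 note: higher means more holoenzyme dissociation and a rise in polarization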
MOR-DOR ag = OPRM1-OPRD1 heterodimerization agonism. P35372+P41143. cells, luminescence. activation, % at 9.3 µM. hit rate 0.3% among 340,000; in the data active = activation above about 18%;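 note: 0% = vehicle-treated cells and 100% = reference agonist; values of inactives mirror those of a sister screen read the other way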
Target sequence (P35372 whole entry, looked up): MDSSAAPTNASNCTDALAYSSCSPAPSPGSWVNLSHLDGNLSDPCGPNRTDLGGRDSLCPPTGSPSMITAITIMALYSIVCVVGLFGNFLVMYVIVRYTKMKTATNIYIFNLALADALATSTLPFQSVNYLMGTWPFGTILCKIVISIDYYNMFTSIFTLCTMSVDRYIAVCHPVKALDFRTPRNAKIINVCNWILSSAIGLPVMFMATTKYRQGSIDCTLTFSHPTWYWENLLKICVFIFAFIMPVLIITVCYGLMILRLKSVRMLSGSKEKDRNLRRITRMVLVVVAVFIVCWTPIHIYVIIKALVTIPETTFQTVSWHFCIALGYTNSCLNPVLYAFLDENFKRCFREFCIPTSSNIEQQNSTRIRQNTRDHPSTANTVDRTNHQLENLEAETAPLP
Target sequence (P41143 whole entry, looked up): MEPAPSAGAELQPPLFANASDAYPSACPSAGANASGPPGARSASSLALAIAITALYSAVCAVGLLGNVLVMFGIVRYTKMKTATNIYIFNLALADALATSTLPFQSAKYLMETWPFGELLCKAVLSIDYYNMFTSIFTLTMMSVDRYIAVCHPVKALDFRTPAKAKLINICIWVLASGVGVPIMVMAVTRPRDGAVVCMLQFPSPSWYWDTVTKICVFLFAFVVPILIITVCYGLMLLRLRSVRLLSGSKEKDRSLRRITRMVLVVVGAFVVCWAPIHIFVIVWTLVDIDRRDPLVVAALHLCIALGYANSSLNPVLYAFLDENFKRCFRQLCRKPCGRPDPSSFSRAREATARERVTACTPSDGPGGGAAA
MOR-DOR inv ag = inverse agonists of human mu-delta opioid receptor heterodimerization | cell-based MOR-DOR heterodimer luminescence, inverse agonism | P35372+P41143 | hit rate 0.21% among 340,000 | inhibition, % at 9.3 µM; in the data active = inhibition above about 22%, passing the limit was not always enough;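 note: 0% = cells with DMSO and 100% = wells without cells with DMSO; values of inactives mirror those of a sister screen read the other way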
phage Ecoli inh = E. coli growth loss with phage present; growth absorbance; inhibition, % at 11.9 µM; hit rate 0.26% among 360,000; AID 651602; in the data active = inhibition above about 11%
* = called active by the depositor; nt = not tested or not shown.

#	Compound	AddAB inh	SUMO Mot1 rescue	Tat transport	Ecoli viability	HTR5A inv ctr	PfHsp90 yeast 2	PKA-R1A act	PKA-R2B activ	MOR-DOR ag	MOR-DOR inv ag	phage Ecoli inh
1	O=C(N/N=C/c1c(F)c(F)c(F)c(F)c1F)c1ccc(Cn2cc(Br)cn2)o1	-1.6	9	10	-2.1	5	29	-9	1	6.1	-33	5.0
2	CCOC(=O)C1=CN(Cc2ccc(Br)cc2)S(=O)(=O)N(C)C1C (centres undefined)	-1.5	nt	-8	-1.6	3	-20	2	-3	-0.2	1	2.3
3	O=C(NCCc1ccc(Cl)cc1)c1ccc2nc[nH]c2c1	1.9	3	-2	-2.1	11	4	-3	-7	-0.9	5	1.6
4	CN1CCN(C(=O)/C=C/c2ccc(C#N)cc2)CC1	0.7	-5	14	0.9	6	5	1	3	-4.7	21	1.8
5	C/C(=N\Nc1c(Cl)c(Cl)nc(C(=O)O)c1Cl)c1ccc(O)cc1	2.5	8	4	-2.3	-10	-22	-11	-4	1.1	-8	-0.6
6	Cc1ccc(C(=O)O)cc1S(=O)(=O)NCC1CCCO1 (centres undefined)	0.8	-13	-9	0.3	-24	nt	-7	-4	3.1	-16	3.1
7	O=C(COC(=O)c1ccco1)Nc1cc(S(=O)(=O)N2CCOCC2)ccc1Cl	0.2	1	0	1.2	18	-12	4	0	-4.8	24	1.2
8	COc1ccccc1N1CCN(C(c2cccs2)C(C)NC(=O)C(=O)N2CCOCC2)CC1 (centres undefined)	3.9	-2	3	0.2	0	32	-7	4	-2.3	11	3.8
9	CC1CCCC(NC(=O)COC(=O)c2ccccc2NC(=O)c2ccco2)C1C (centres undefined)	3.2	380	9	-2.7	2	-21	-6	-3	-2.2	11	-3.3
10	CCn1c(/C=C/c2ccccc2[N+](=O)[O-])nc2ccccc2c1=O	0.5	37	2	-2.2	-4	-7	6	-8	-0.9	4	4.7
11	COC(=O)c1ccc(NC(=O)C2CCCCC2C(=O)O)cc1 (centres undefined)	3.5	2	-5	1.8	-25	nt	-4	16	1.2	-7	6.9
12	Cc1nn(C)cc1C(=O)Nc1cc(Oc2ccc(Cl)cc2)cc([N+](=O)[O-])c1	-0.3	8	-5	-2.1	11	11	1	-3	3.6	-19	nt
13	O=c1cc(-c2cccc(Br)c2)nc(-c2ccccc2F)o1	3.3	-5	-2	-0.5	-30	-7	-1	-15	-1.4	7	2.5
14	Cc1c(C(=O)N2CCCCC2C)sc2ncnc(N3CCc4ccccc4C3)c12 (centres undefined)	-0.8	-6	-5	-4.7	-7	2	5	-7	0.8	-6	4.7
15	O=C(O)c1ccc(N/N=C/c2ccc(-c3ccc(Br)cc3)o2)cc1	1.7	22	-1	-1.3	4	-27	-3	1	2.5	-14	-0.1
16	CSc1cccc(NC(=S)N(CCC(C)C)C(C)c2ccncc2)c1 (centres undefined)	2.5	-12	4	2.5	-12	-9	-3	-6	-2.1	12	1.7
17	O=C(CNS(=O)(=O)c1ccccc1)N/N=C/c1ccccc1[N+](=O)[O-]	0.7	150	0	0.5	-1	-4	-11	5	-1.5	8	2.2
18	O=C(COC(=O)c1cc(=O)[nH]c(=O)[nH]1)Nc1cccc(Cl)c1	-2.4	16	-5	0.6	-12	nt	-7	-1	-4.7	19	3.4
19	CC(C)Cn1c(N)c(C(=O)COC(=O)c2cccnc2Cl)c(=O)n(C)c1=O	1.7	nt	-2	-0.9	5	-11	4	0	-1.6	8	3.6
20	C=C(C)Cn1c(=S)[nH]c2ccccc2c1=O	1.7	137	2	0.1	4	5	9	-11	-2.1	11	1.5
21	CC(=O)c1ccc(OCCCC(=O)Nc2ccc(C)c(S(=O)(=O)N(C)C)c2)cc1	1.2	20	-8	-1.0	2	36	-12	-2	-1.4	8	1.2
22	Cc1ccc(CC2(c3ccccc3)NC(=O)NC2=O)cc1 (centres undefined)	nt	nt	-4	nt	12	nt	6	3	-1.3	7	-2.0
23	Cc1cc(/C=N\NC(=O)COc2cccc3cccnc23)c(C)n1-c1ccc(Br)cc1	-0.1	-14	-7	0.5	5	10	-9	-3	-0.2	1	3.6
24	CCCCn1c(N)c(N(CCOC)C(=O)c2ccc(-c3ccc([N+](=O)[O-])cc3)o2)c(=O)[nH]c1=O	-1.8	-5	3	-1.1	-14	nt	5	-1	2.3	-13	1.0
25	Cc1c2c(nc3ccccc13)CCC(C(C)(C)C)C2 (centres undefined)	-0.4	-39	-12	2.3	6	3	-21	-3	3.2	-18	4.7
26	Cn1nc(C(C)(C)C)cc1C(=O)NNC(=O)c1ccc(C(F)(F)F)cc1	1.8	304*	-8	0.2	6	12	0	-7	-1.8	10	1.6
27	CN(C(=O)COC(=O)c1cc([N+](=O)[O-])ccc1Sc1ccccc1)C1CCS(=O)(=O)C1 (centres undefined)	0.7	-17	-1	-0.6	3	-12	3	12	-1.7	8	1.6
28	CC(C)CNC(=O)NC(=O)COC(=O)c1cccc(NS(=O)(=O)c2ccc(F)c(F)c2)c1	4.2	0	1	0.6	-6	-9	-6	-16	3.4	-18	1.9
29	COc1ccc(CNC(=O)CN2C(=O)COc3ccc(S(=O)(=O)N4CCC(C)CC4)cc32)cc1	-1.4	-6	2	-1.0	-5	11	2	-8	-0.9	5	2.4
30	COc1ccccc1-n1c(SCC(=O)OC(C)C)nc2cccnc21	0.9	-12	-5	0.9	2	-151	-2	5	-1.3	7	1.7
31	CCOC(=O)NC(=O)/C(C#N)=C(/C)N(C)C	2.4	3	3	-2.6	-6	-7	-1	-13	-0.8	5	0.6
32	CCOC(=O)c1sc(NC(=O)C(CC)Sc2nnc3c4ccccc4n(CC)c3n2)nc1C (centres undefined)	3.5	-32	-7	0.9	27	0	-10	0	-4.3	22	-0.5
33	Cc1cc(C)nc(Nc2cccc3ccccc23)n1	3.7	2	-15	1.3	1	-47	-8	-2	-2.5	12	0.4
34	CCOc1ccccc1C(=O)NC1CCNCC1	-0.2	-5	-4	-0.6	-6	1	-11	3	-1.2	6	-0.3
35	CCCC[C@@H]1C=C(C(=O)O)[C@H](c2ccc(C#N)cc2)N1S(=O)(=O)c1ccc(C)cc1	1.9	nt	9	-0.5	-15	1	7	-8	-2.5	12	0.9
36	CC1(C)Cc2c(C#N)c(OCC(=O)c3ccc(Cl)cc3)nc(-c3ccco3)c2CO1	2.7	-1	0	-1.9	2	-1	-4	-11	-3.8	16	3.4
37	O=C(Nc1ccsc1C(=O)O)c1cccc(Oc2ccccc2)c1	0.6	-12	5	0.9	-16	12	-9	-6	-2.3	13	2.1
38	CONC(=O)c1cc(OCC(F)(F)F)ccc1OCC(F)(F)F	-0.2	nt	-2	-0.4	2	18	0	-4	-1.9	10	3.0
39	Cc1ccc(S(=O)(=O)N2CCC(C(=O)Nc3ccc4c(c3)OCO4)CC2)cc1	2.1	nt	2	-0.9	4	nt	-2	5	-1.1	5	2.3
40	Cn1c(COc2ccccc2)nnc1SCC(=O)Nc1nnc(C2CC2)s1	nt	nt	2	nt	-7	-29	-5	-1	-2.5	13	1.6
41	O=c1ccc2ccc(OCc3nnc(-c4ccccc4Br)o3)cc2o1	0.0	-16	-5	-2.0	21	nt	7	-13	1.8	-9	5.1
42	Cc1ccc(S(=O)(=O)/N=C(/c2ccc(F)cc2)N(C)C)cc1	2.2	-15	-2	5.2	-3	-5	-2	2	-3.8	17	-0.2
43	CCOC(=O)C1=C(CNCCc2ccc(Cl)cc2)NC(=O)NC1c1ccc2c(c1)OCO2 (centres undefined)	2.2	-25	10	1.2	-3	12	-2	-11	4.2	-17	0.8
44	COC(=O)c1cc(NC(=S)N2CCN(c3ccccn3)CC2)cc(C(=O)OC)c1	3.5	7	-5	0.8	21	-12	2	-3	1.3	-6	2.8
45	Oc1ccc(/C(Cc2ccccn2)=N\Nc2ccccc2)c(O)c1	5.5	48	9	2.1	5	-5	-1	10	1.4	-7	0.8
46	Cc1ccc(S(=O)(=O)N2CCN(C(=O)c3ccc4c(c3)OCO4)CC2)cc1	5.2	279	9	-0.3	5	7	-9	-10	-2.7	15	1.4
47	CCOC(=O)C1CCN(c2ncnc3c2oc2ccc(Cl)cc23)CC1	3.1	nt	2	1.8	-13	19	0	3	1.5	-7	0.9
48	O=C(OCCc1cc2ccccc2c(=O)o1)c1ccc2c(c1)OCO2	-0.9	76	-3	0.2	-6	-26	12	1	0.6	-3	1.4
49	COc1ccc(CC(=O)NC2CCSc3ccccc32)cc1OC (centres undefined)	-1.1	2	-2	1.2	6	-1	5	1	-2.8	9	2.0
50	c1ccc(-c2nc(-c3ccncc3)n[nH]2)nc1	-0.8	-16	-4	-0.3	6	13	-4	-7	-2.2	11	4.7
51	Cc1cc(C)nc(/N=C(/NC(=O)Nc2ccc(Cl)c(Cl)c2)Nc2cccc(Cl)c2)n1	0.1	1	0	0.4	-28	-1	-1	-7	-2.6	14	-0.6
52	OC1COC(O)C(O)C1O (centres undefined)	-0.8	-10	6	-1.7	-12	3	-3	2	-0.3	2	3.0
53	O=C(Nc1ccc(CN2CCS(=O)(=O)CC2)cc1)c1ccccc1	0.2	9	4	0.9	4	-9	-1	-2	-0.2	1	1.3
54	COc1ccc(NC(=S)NC2CCCCC2)cn1	-0.1	9	-8	-0.2	9	0	1	-1	-2.0	9	1.8
55	Cc1ccc([N+](=O)[O-])cc1S(=O)(=O)Nc1cccc(S(=O)(=O)NC2=NCCC2)c1	0.0	-10	5	-0.2	-7	nt	-1	1	-3.3	17	2.4
56	CC(=O)c1cccc(NC(=S)NCCc2ccc(Cl)cc2)c1	1.7	-2	-2	2.0	-24	5	3	7	2.3	-12	4.2
57	O=C(CNC(=O)c1ccc(Br)o1)NNC(=O)c1ccccc1	nt	nt	-1	nt	-4	2	-9	2	-0.4	3	2.9
58	Cc1cc(C)[n+](C)n1CC(O)Cn1c2ccccc2c2ccccc21 (centres undefined)	3.0	23	5	-2.4	-6	11	1	3	-1.7	9	2.1
59	CC1CCCC(NS(=O)(=O)c2cc3c(cc2Cl)NC(=O)CO3)C1C (centres undefined)	6.5	1	-6	-1.1	-7	12	5	11	2.6	-13	1.4
60	Cc1cccc2cc3c(N)c(C(=O)N4CCCc5ccccc54)sc3nc12	6.3	43	0	0.3	-15	73	0	-3	2.1	-12	1.5
61	O=C(COc1ccc([N+](=O)[O-])cc1Cl)NCCc1ccccc1	2.5	1	-8	1.7	6	7	-7	0	1.8	-8	3.8
62	N#Cc1cccc(NC(=O)CC2CCCCC2)c1	2.5	92	10	1.6	8	nt	-6	1	4.8	-28	2.5

Screening results as filed in PubChem BioAssay.
